High-throughput results deposited in PubChem by several laboratories.
OXTR ag: human OXTR agonism. hit rate 0.32% among 320,000. CHO-OTR cells, Fluo-8 calcium fluorescence; normalized: DMSO 0%, oxytocin 100%. AID 2435. activation, % at 3 µM. P30559;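 active = activation above the mean of all tested compounds plus 3 SD, cutoff set per screening run, cut at about 20% in these data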;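 note: peak over basal fluorescence ratio from a 100 s FLIPR kinetic read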
Target sequence (P30559 whole entry, looked up): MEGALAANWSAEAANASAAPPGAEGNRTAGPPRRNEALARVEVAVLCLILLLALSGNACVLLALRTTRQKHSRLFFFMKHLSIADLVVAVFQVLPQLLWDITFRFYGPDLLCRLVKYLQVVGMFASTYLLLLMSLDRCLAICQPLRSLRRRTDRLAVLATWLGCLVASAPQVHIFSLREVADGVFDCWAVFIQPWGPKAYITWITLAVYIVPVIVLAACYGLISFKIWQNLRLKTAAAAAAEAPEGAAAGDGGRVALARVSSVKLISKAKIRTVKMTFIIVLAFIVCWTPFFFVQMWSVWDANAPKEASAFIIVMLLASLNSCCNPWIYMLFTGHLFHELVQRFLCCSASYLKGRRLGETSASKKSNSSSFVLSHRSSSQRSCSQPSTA
DNA FID counter: counter-screen for HCV NS3 helicase inhibitors: DNA intercalator displacement. inhibition, % at 7.9 µM. DNA fluorescent intercalator displacement, fluorescence. hit rate 0.17% among 290,000; in the data active = inhibition above about 37%;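 note: 0% = vehicle and 100% = reference compound; higher means more ethidium bromide displaced from hairpin DNA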
MEKK2wt PB1 HTS: raises or lowers MEK5 binding to wildtype human MEKK2 PB1 domain; bead flow cytometry, Alexa488-MEK5 binding to MEKK2 WT; actives lie on both sides; binding response (% of control), % at 10 µM; hit rate 1.1% among 290,000; in the data active = binding response below about 67% or above about 130%
GPR7 antagonist: human neuropeptides B/W receptor 1 antagonism. GPR7-expressing cells, fluorescence antagonist assay. inhibition, % at 4.4 µM. hit rate 1.1% among 290,000. AID 1861; in the data active = inhibition above about 16%, passing the limit was not always enough;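 note: cells stimulated with the agonist NPW; 0% = agonist with vehicle and 100% = vehicle without agonist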
Target sequence (P48145 whole entry, looked up): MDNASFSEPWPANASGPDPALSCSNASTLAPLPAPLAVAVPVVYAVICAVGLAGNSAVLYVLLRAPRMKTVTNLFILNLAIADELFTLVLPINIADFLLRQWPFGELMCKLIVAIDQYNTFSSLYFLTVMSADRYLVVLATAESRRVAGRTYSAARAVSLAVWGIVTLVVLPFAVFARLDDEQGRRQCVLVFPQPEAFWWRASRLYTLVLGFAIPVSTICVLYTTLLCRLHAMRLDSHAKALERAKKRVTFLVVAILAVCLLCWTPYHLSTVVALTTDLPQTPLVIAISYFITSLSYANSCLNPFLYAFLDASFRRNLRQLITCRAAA
PHOSPHO1 block: blocks human PHOSPHO1 phosphatase activity; AID 1565; recombinant PHOSPHO1, absorbance phosphatase assay; hit rate 1.1% among 290,000; inhibition, % at 13.3 µM; Q8TCT1; in the data active = inhibition above about 60%
Target sequence (Q8TCT1 whole entry, looked up): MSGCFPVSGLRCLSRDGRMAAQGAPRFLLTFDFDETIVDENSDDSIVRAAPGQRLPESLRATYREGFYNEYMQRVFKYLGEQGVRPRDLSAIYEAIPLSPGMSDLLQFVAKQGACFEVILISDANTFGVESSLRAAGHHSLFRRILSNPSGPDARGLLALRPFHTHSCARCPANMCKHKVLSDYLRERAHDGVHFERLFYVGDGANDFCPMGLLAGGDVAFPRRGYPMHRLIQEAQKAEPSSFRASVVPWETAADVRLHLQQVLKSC
NALP1 inh: blocks the NALP1 inflammasome reconstituted in yeast; hit rate 0.61% among 280,000; S. cerevisiae NALP1/ASC/caspase-1 growth, X-gal OD620, 72 h; inhibition, % at 10 µM; in the data active = inhibition mostly above about 24%, no sharp cut-off; inactive = mostly below about 32%; note: some compounds called inactive have numbers as strong as hits
M18AAP inhibitor: PfM18AAP enzyme inhibition; recombinant PfM18AAP, H-Glu-NHMec fluorogenic cleavage; inhibition, % at 7.35 µM; hit rate 1.2% among 290,000; AID 1822;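 active = inhibition above the campaign mean inhibition over all tested compounds plus 3 SD, cut at about 28% in these data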;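 note: 0% = plate median of test compound wells and 100% = 2 mM ZnCl2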
MEKK3 PB1 HTS: MEKK3-MEK5 PB1 interaction, increase or decrease; Q99759; binding response (% of control), % at 10 µM; bead-based flow cytometry, Alexa488-MEK5 binding to MEKK3; actives lie on both sides; 0 = blocked by unlabeled MEK5, 100 = vehicle; hit rate 1.4% among 290,000;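 active = binding response more than 3 SD above or below the average of its plate-row segment, actives on both sides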;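 note: Alexa488 bead fluorescence after subtracting the streptavidin-only scavenger bead signal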
MEKK2 mut-MEK5: signal of MEK5 binding to mutant human MEKK2 PB1 domain. bead flow cytometry, Alexa488-MEK5 binding to MEKK2 mutant. percent response, % at 10 µM. hit rate 0.35% among 290,000. AID 1530; in the data active = percent response above about 24%, passing the limit was not always enough; note: inactives centre near 1; some results filed as inactive read as strong as hits; reference of the scale not given here
* hit, by the source's call; nt = no result given.

SMILES	OXTR ag	DNA FID counter	MEKK2wt PB1 HTS	GPR7 antagonist	PHOSPHO1 block	NALP1 inh	M18AAP inhibitor	MEKK3 PB1 HTS	MEKK2 mut-MEK5
Cc1ccc(C)c(Cc2c(C)nc3c(C(=O)NCc4ccc5c(c4)OCO5)cnn3c2C)c1	-1.1	-4	nt	-1	2	-14	-8	nt	nt
Cc1cccc(C)c1-n1c(C)nn(CCOc2ccccc2)c1=O	-0.3	-19	98	4	25	7	-10	95	-3
COc1ccc(C(=O)Nc2cc(C)nn2-c2cccc(F)c2)cc1	0.0	-7	101	-4	42	6	-2	101	6
O=c1c2c(nc3c(-c4ccc(Cl)cc4)c[nH]n13)CCC2	-2.3	-9	91	-7	8	14	-2	100	-9
O=C(Nc1ccccc1C(=O)O)c1ccc2ccccc2n1	-0.6	-6	98	-9	37	1	1	102	7
CC1(C)Cn2c(nc(=O)c3c2NCN(CCc2ccccc2)C3)S1	-0.1	-10	99	-10	24	0	3	103	8
CCC(=O)NNC(=O)c1c(O)c2ccccc2[nH]c1=O	0.7	0	107	0	23	-1	-3	114	0
COc1ccc(C2=NN(C(=O)CCC(=O)O)C(c3ccccc3F)C2)cc1 (configuration not stated)	0.2	-42	111	-1	19	19	0	107	14
Fc1ccccc1N=C1NN=C(c2ccccc2)CS1	1.1	3	83	13	52	-2	-6	101	-10
COc1ccc(N2CCN(CC(O)COCCOc3ccc(Br)cc3)CC2)cc1 (configuration not stated)	8.4	4	110	-10	-10	22	4	102	6
CC(O)c1cccc(N=Cc2ccc3ccccc3c2O)c1 (configuration not stated)	0.6	-1	99	-15	29	-5	8	101	-1
CC(NC(=O)/C(C#N)=C1\N=C(NC(=O)c2ccco2)c2ccccc21)c1ccccc1 (configuration not stated)	-0.9	1	91	-13	-6	11	-5	98	5
O=C(NCc1ccco1)c1sc2ccccc2c1Cl	-2.6	-1	110	-2	-11	12	12	109	7
NC(=S)NNC(=O)c1cccc(Cl)c1	0.9	-10	103	-21	8	nt	14	96	6
COc1ccccc1-n1cnnc1SCC(=O)Nc1nc(C)c(Cl)cc1Cl	0.9	-18	108	0	-4	34	0	104	12

Of the compounds above, these contain an NH in an aromatic ring.
SMILES	OXTR ag	DNA FID counter	MEKK2wt PB1 HTS	GPR7 antagonist	PHOSPHO1 block	NALP1 inh	M18AAP inhibitor	MEKK3 PB1 HTS	MEKK2 mut-MEK5
O=c1c2c(nc3c(-c4ccc(Cl)cc4)c[nH]n13)CCC2	-2.3	-9	91	-7	8	14	-2	100	-9
CCC(=O)NNC(=O)c1c(O)c2ccccc2[nH]c1=O	0.7	0	107	0	23	-1	-3	114	0

Continued:
SMILES	OXTR ag	DNA FID counter	MEKK2wt PB1 HTS	GPR7 antagonist	PHOSPHO1 block	NALP1 inh	M18AAP inhibitor	MEKK3 PB1 HTS	MEKK2 mut-MEK5
O=C(CCC(=O)OCC(=O)c1ccc(-c2ccccc2)cc1)Nc1cccc2cccnc12	-0.5	1	102	-5	-1	7	0	101	-2
CC(=O)Nc1nonc1NC(=O)CSC1=NCCS1	-0.7	1	nt	5	18	23	-3	nt	nt
CC(C)CC(=O)NN(C)c1nc(-c2ccccc2)nnc1C(F)(F)F	-1.0	-2	107	-6	8	8	4	108	4
O=C(CSc1nnnn1-c1cccc(O)c1)NC1CC1	0.9	-5	105	-3	18	10	-8	101	4
Cc1ccc(C(=O)OCC2OC3OC(C)(C)OC3C2O)cc1 (configuration not stated)	-0.2	-4	107	-5	6	23	-10	120	1
O=C1c2ccccc2C2(c3ccccc3)NCCN12 (configuration not stated)	0.5	1	99	-15	15	11	-2	91	4
Cc1cc(S(=O)(=O)c2cc3ccc(O)c(C)c3oc2=O)ccc1F	21*	-3	102	-15	29	20	-1	102	3
O=C(COc1ccc([N+](=O)[O-])cc1)NCCc1nc2ccccc2[nH]1	-1.2	-2	103	-14	32	-2	-4	97	2
CCO[C@H]1OC(C(=O)N2CCN(Cc3ccc4c(c3)OCO4)CC2)=C[C@@H](c2cn(C(C)=O)c3ccccc23)[C@@H]1CCCO	4.0	-26	103	-8	32	-4	2	100	2
CN(C(=O)c1ccoc1)c1ccc2ccccc2c1	nt	-19	104	-7	12	-3	-1	100	4
Cc1cc(C(=O)N/N=C/c2ccc(Br)o2)n[nH]1	0.2	-7	99	-1	18	13	12	101	3
Cc1ccccc1-c1nnc(SCC(=O)Nc2cccc(C)c2C)o1	1.2	-4	103	-17	6	2	-6	102	0
Cc1ccc(NC(=O)c2ccc(NCCCN3CCC(C)CC3)c([N+](=O)[O-])c2)c(C)c1	0.0	22	115	8	25	8	-6	101	7
COc1cc(/C=N/n2c(C)n[nH]c2=S)ccc1OCc1ccc(F)cc1	-2.2	-7	95	0	-12	1	5	104	-1
CCCCn1c(O)c(N=NC(=O)c2ccco2)c2ccccc21	-2.9	-8	93	-2	-2	14	1	90	-2

Among those listed so far, two have a nitro group on carbon.
SMILES	OXTR ag	DNA FID counter	MEKK2wt PB1 HTS	GPR7 antagonist	PHOSPHO1 block	NALP1 inh	M18AAP inhibitor	MEKK3 PB1 HTS	MEKK2 mut-MEK5
O=C(COc1ccc([N+](=O)[O-])cc1)NCCc1nc2ccccc2[nH]1	-1.2	-2	103	-14	32	-2	-4	97	2
Cc1ccc(NC(=O)c2ccc(NCCCN3CCC(C)CC3)c([N+](=O)[O-])c2)c(C)c1	0.0	22	115	8	25	8	-6	101	7

(listing goes on)
SMILES	OXTR ag	DNA FID counter	MEKK2wt PB1 HTS	GPR7 antagonist	PHOSPHO1 block	NALP1 inh	M18AAP inhibitor	MEKK3 PB1 HTS	MEKK2 mut-MEK5
CCC(NC(=O)c1ccccc1O)c1ccccc1 (configuration not stated)	0.6	0	98	-9	-14	2	-11	97	0
COC(=O)[C@H](CCSC)NC(=O)N1CCN(Cc2ccccc2)CC1	-0.7	-3	94	-5	-6	-2	-1	96	-1
O=C(Nc1c2n(c(=S)n(-c3ccccc3)c1=O)CCCCC2)c1ccccc1	-0.3	-9	103	-5	11	3	6	110	-3
COc1ccc(Cn2c(N)c(S(=O)(=O)c3cccs3)c3nc4ccccc4nc32)cc1	5.5	2	113	5	-1	-2	1	109	3
Cc1cc(C)c(NC(=O)C2c3ccccc3Oc3ccccc32)c(C)c1	-0.8	0	104	-6	-31	18	-3	106	0
CS(=O)(=O)N(CC(=O)N1CCN(c2ccccc2)CC1)c1ccccc1Cl	1.5	-18	94	-5	nt	nt	2	95	-3
CC(=O)Nc1cccc(Oc2cnc3ccccc3n2)c1	0.0	-5	97	3	12	2	3	96	-3
Cc1ccc(N2C(=O)CC(N(O)C3CC(=O)N(c4ccc(C)cc4)C3=O)C2=O)cc1 (configuration not stated)	-1.5	-30	93	-4	-20	-10	-10	90	-6
CCOc1ccc(N2C(=O)CC(Sc3nc(CC(C)C)ccc3C#N)C2=O)cc1 (configuration not stated)	-1.3	-36	94	-7	41	-12	-1	103	-7
COc1ccccc1NC(=O)c1cc2cc(Br)ccc2oc1=N	nt	-1	94	-7	48	5	2	93	1
Cc1ccccc1N/N=C/c1c(C)nc2ccccn12	-0.2	-11	104	6	33	24	5	98	4
O=C(/C=C/c1cccc([N+](=O)[O-])c1)NCCSCc1c(Cl)cccc1Cl	0.5	-2	95	-4	-6	27	2	90	-2
Cc1ccnc(NC(=O)CCC(=O)N(CC(=O)NC2CCCCC2)CC2CCCO2)c1 (configuration not stated)	-0.4	-33	101	-6	-4	9	-9	101	1
CSc1cccc(NS(=O)(=O)c2ccc(F)cc2)c1	-2.0	-5	94	-4	-6	22	5	95	-1
CC(C)C1C(C#N)=C(N)Oc2n[nH]c(-c3ccc4ccccc4c3)c21 (configuration not stated)	-0.9	-17	96	-8	-10	0	1	99	0
CC1CCCCC1NC(=O)c1cncc(Br)c1 (configuration not stated)	-0.8	1	97	-7	-3	3	-1	98	0
COCC1CCN(C(=O)CC2C(=O)NCCN2Cc2cccc(Oc3ccccc3)c2)CC1 (configuration not stated)	-0.8	-42	112	8	38	9	15	101	6
COc1cccc(C(C(=O)NC2CCCC2)N(C(=O)c2ccco2)c2cccc(C(C)=O)c2)c1OC (configuration not stated)	0.1	-44	94	3	8	25	-7	98	-6
Cc1ccc(NC(=O)NC2=N/C(=C(/C#N)C(=O)N3CCCC3)c3ccccc32)cc1	-0.1	nt	90	nt	18	4	nt	96	-5
COc1ccccc1NC(=O)CCc1nc2ccccc2s1	-1.4	-16	99	-16	32	6	-8	100	-2
CCCCOc1ccccc1C(=O)NCC(=O)O	0.8	3	99	-5	18	8	6	98	-2
O=C(CN1CCCC1)Nc1sc2c(c1C(=O)Nc1ccccc1)CCCC2	nt	-2	107	-10	37	0	7	104	2
OC(CNC1CCCCC1)COCCOc1ccc(Br)cc1 (configuration not stated)	5.4	24	112	10	-2	25	-5	108	-1
Cc1cnc(NC(=O)CSc2nnc(-c3ccc(Cl)cc3Cl)n2N)s1	-0.4	-17	126	-9	31	0	0	117	15
O=C1CN(S(=O)(=O)c2ccccc2)CCN1S(=O)(=O)c1ccccc1	-1.9	-2	114	-9	8	28	-5	104	3
COC(=O)c1ccc(CN2CCN(C(C)C)C(CCO)C2)cc1 (configuration not stated)	0.9	-1	107	-13	23	1	4	106	4
CCOC(=O)c1c(C)[nH]c(C(=O)OCC(=O)NC2CCS(=O)(=O)C2)c1C (configuration not stated)	-0.8	-10	101	-13	19	6	7	101	3
Cc1cc(NS(=O)(=O)c2ccc(Nc3nc(-c4sc(NC(=O)c5ccccc5)nc4C)cs3)cc2)no1	-1.2	1	91	-5	12	10	0	97	-2
COc1ccc(CCNC(=O)C/C(C)=N/NC(=O)c2ccc(Cl)cc2Cl)cc1OC	-2.3	-29	106	-19	24	7	1	99	2
Cc1nnc(NC(=O)c2ccc(S(=O)(=O)C(F)F)cc2)s1	2.2	-1	107	-5	37	3	5	105	3
CCCNC(=O)c1ccc(N2CCC3(CC2)CC(c2ccccc2)=NO3)c(NC(=O)c2ccc(Br)cc2)c1	-0.6	-23	88	-15	-2	16	3	99	0
Cc1ccc(-c2[nH]ncc2CN2CCN(C(=O)c3cccs3)CC2)cc1C	0.9	-12	102	7	52	20	0	101	-2
NS(=O)(=O)c1ccc(NC(=S)NCc2cccc(Cl)c2)cc1	0.7	7	104	28*	-1	26	-16	93	3
CC(C)(CSc1nncn1/N=C/c1ccco1)NS(=O)(=O)c1ccc(Cl)cc1	-0.2	-30	104	-1	-34	17	-3	104	4
Cc1ccc(C)c(C(=O)COc2ccccc2[N+](=O)[O-])c1	-2.2	1	96	15	-3	19	7	100	-1
CCOC(=O)N1CCN(C(=O)C(NS(=O)(=O)c2cccc3nsnc23)c2ccccc2)CC1 (configuration not stated)	-0.9	-18	104	-1	21	3	-2	103	2
Cc1ccc(-n2c(=S)[nH]c3c(oc4ccccc43)c2=O)cc1C	-1.0	-1	119	-3	19	4	5	102	7
COc1cc2c(cc1NC(=O)C(C)Sc1nc3ccccc3n1C)oc1ccccc12 (configuration not stated)	0.3	0	102	2	-20	12	-5	120	0
O=C(Nc1ccccc1C1CC1)c1cccs1	-1.1	3	107	0	7	20	0	106	5
O=C(c1cccc(S(=O)(=O)N2CCCCCC2)c1)N1CCN(c2ccccc2F)CC1	-1.1	-46	103	2	43	19	-9	99	2
Clc1ccccc1Cc1noc(CN2CCN3CCCC3C2)n1 (configuration not stated)	2.0	2	110	-18	35	8	3	101	8
CCOc1cc(S(=O)(=O)n2cnc(C)c2)ccc1Cl	0.0	-6	123	3	15	-3	-7	148*	2
O=C(CCN1CCN(c2ccccc2)CC1)c1ccc(Cl)cc1	-0.9	-6	106	-9	23	12	-17	102	4
COC(=O)c1sccc1-n1cccc1C(=O)C(=O)Nc1ccc(F)cc1	-1.8	-7	98	-13	41	19	0	99	-1
COC(=O)C1=C(C)NC(=O)C1(NS(=O)(=O)c1ccc(NC(C)=O)cc1)C(F)(F)F (configuration not stated)	0.1	0	99	1	14	4	14	99	6
CC(C)NC(=O)CSc1nncn1-c1ccccc1	-0.4	-9	104	-1	-14	4	5	101	3
